Vif-A3F inh: blocks the Vif interaction with APOBEC3F; HeLa A3F-eYFP + Vif (tagged APOBEC3F with the HIV-1 protein that degrades it), YFP fluorescence increase; 0.2% of 390,000 active; Potency, µM (top dose mostly 46.1 µM), inactives show at the top dose activity, negative = active; note: potency is the fitted concentration of half-maximal effect; % of control where 0% means no effect; nearly all actives have a fitted effect of over 65% in size
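HeLa cells stably expressing A3F-eYFP plus Vif, plated and incubated overnight at 37 deg C, then exposed to compounds overnight at 37 deg C. Blocked degradation read as raised yellow fluorescence (Ex 488/Em 500-530).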
Vif-A3G inh: Vif-A3G binding inhibition; HeLa A3G-eYFP + Vif (tagged APOBEC3G with the HIV-1 protein that degrades it), YFP fluorescence, overnight; AID 602310; Q9HC16; Potency, µM (titrated, usually from 46.1 µM), for the others: at the highest dose activity, negative = active, hits mostly inhibitors; 0.076% of 410,000 active;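 note: potency is the fitted concentration of half-maximal effect; % is set by controls: 0 for no effect and ±100 for the full control effect; nearly all actives have a fitted effect of over 60% in size; hits raise eYFP signal because A3G escapes Vif-driven loss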
Target sequence (Q9HC16 whole entry, looked up): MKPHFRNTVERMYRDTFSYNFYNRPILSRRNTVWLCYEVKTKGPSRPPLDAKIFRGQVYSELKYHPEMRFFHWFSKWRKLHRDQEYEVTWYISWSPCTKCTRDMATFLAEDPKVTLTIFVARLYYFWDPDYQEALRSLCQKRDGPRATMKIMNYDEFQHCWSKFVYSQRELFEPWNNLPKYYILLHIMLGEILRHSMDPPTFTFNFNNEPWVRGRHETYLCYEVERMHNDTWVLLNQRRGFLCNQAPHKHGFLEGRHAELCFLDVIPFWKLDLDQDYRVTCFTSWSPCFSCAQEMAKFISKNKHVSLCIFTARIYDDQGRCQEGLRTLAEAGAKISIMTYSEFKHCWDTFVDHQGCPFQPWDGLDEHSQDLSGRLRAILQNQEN
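Read-out is eYFP fluorescence (Ex 488/Em 500-530) from Vif-expressing HeLa A3G-eYFP cells; more signal means A3G escaped Vif-mediated degradation. Cells plated overnight, compound pinned in, incubated overnight at 37 deg C.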
LDHA inh: inhibitors of human lactate dehydrogenase A; P00338; purified LDHA, NADH/diaphorase-resazurin fluorescence; active compounds read low; activity change, % (values are at about 110 or 230 µM); 0.15% of 480,000 active; in the data active = activity change below about -30%; inconclusive = mostly about -25% to -30%;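 note: plate controls were DMSO wells for no effect and wells without enzyme for full effect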
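Human LDH5 (2 nM) was incubated with 0.06 mM NADH and 0.2 mM pyruvate for 5 min at room temperature in Tris pH 7.4. Remaining NADH was coupled through diaphorase/resazurin, and resorufin fluorescence was read at 0 and 20 min.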
ALOX12 inh: ALOX12 (human) lipoxygenase inhibition | Potency, µM (highest dose often 108 µM), without a hit: top-dose activity change, negative = inhibition, hits mostly inhibitors | 1.1% of 580,000 active | P18054 | purified 12hLO, xylenol orange hydroperoxide absorbance | AID 1671190; note: potency is the fitted concentration of half-maximal effect; % is set by controls: 0 for no effect and ±100 for the full control effect
Target sequence (P18054 whole entry, looked up): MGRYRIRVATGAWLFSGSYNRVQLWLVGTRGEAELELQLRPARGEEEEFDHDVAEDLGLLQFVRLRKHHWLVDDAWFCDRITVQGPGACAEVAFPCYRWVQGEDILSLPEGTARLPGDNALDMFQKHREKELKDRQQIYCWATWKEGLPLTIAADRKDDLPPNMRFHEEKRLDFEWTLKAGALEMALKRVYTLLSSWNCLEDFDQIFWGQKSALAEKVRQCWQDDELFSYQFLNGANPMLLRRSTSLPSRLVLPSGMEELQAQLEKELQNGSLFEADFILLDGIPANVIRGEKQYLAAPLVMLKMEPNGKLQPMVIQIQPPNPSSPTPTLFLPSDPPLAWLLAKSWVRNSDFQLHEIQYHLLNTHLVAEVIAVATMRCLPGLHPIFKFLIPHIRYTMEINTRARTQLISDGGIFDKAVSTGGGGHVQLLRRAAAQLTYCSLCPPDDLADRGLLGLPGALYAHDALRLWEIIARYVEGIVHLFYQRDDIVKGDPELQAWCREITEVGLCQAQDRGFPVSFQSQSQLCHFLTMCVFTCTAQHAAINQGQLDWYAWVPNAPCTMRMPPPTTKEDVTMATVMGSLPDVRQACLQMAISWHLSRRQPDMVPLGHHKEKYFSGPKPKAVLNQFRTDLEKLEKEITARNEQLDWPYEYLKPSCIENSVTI
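Purified human 12hLO at 150 nM in 25 mM Hepes, 0.01% Triton X-100, pH 7.0, preincubated 15 min at room temperature with compound. Reaction started with 40 uM arachidonic acid, 30 min at room temperature. Hydroperoxide measured by Fe-xylenol orange, 573/405 nm absorbance ratio.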
ERG-DNA inh: blocks human ERG Ets domain binding to DNA; 0.028% of 370,000 active; fluorescence polarization, His-ERG Ets domain / labelled DNA; Potency, µM (top dose mostly 76.9 µM), without a hit: at the highest dose FP activity, negative = inhibition, hits mostly inhibitors; P11308; active = well fitted inhibition curve with a large enough effect in the polarisation, with a control signal flat; inconclusive = small, poorly fitted or top-dose-only effect, or effect the other way, or a change in a side signal; inactive = no such curve, though single readings can be large or run the other way; the % refers to the polarisation;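 note: polarization taken with two DNA probes labelled with fluorescein and Texas red; potency is the fitted concentration of half-maximal effect; % of control where 0% means no effect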
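His-tagged ERG Ets domain (1 uM in the protein solution; 300mM KCl, 50mM Tris-HCl, 1mM EDTA, 1mM DTT, pH 7.5) received compound, then a probe mix of 5 nM fluorescein-DNA and 100nM Texas-615-DNA. Fluorescence polarization was read for both dyes.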
D2 agonist: D2 dopamine receptor (human) agonism | AID 485358 | HEK293 T-REx D2 cells, calcium flux agonist mode | P14416 | activation, % at 2 µM | 0.53% of 340,000 active;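 active = activation over 3 SD above normal in the single-dose calcium agonist read, cut at about 30% in these data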; note: 0% is about no effect
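Agonism scored from kinetic calcium signal (1 read/sec, 180 s) following compound pin transfer, after a 10 s baseline. Cells: HEK293 Trex line expressing inducible D2 receptor coupled to calcium, dye-loaded after overnight culture at 30 C.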
RGS4 inh: blocks human RGS4-accelerated GTP hydrolysis; P49798; Transcreener GDP fluorescence polarization, RGS4-accelerated GTP hydrolysis; Potency, µM (titrated, usually from 114 µM), for the others: at the highest dose activity change, negative = inhibition, most hits filed as inhibitors; 0.039% of 390,000 active; note: potency is the fitted concentration of half-maximal effect; % is set by controls: 0 for no effect and ±100 for the full control effect; nearly all actives have a fitted effect of over 75% in size; some results filed as inactive show a strong effect at the top dose
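MLSMR compounds (23 nl, pin-transferred) preincubated 10 min at room temperature with a 500nM (2x) first reagent, then RGS4 at 900nM (2x) plus Transcreener GDP mix added; fluorescence polarization (620/688 nm) read before and after 90 min at 30 °C.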
D2 antag: D2 dopamine receptor (human) antagonism | P14416 | HEK293 TREx D2 cells, calcium flux, dopamine EC80 | inhibition, % at 10 µM | 2% of 340,000 active; in the data active = inhibition above about 30%; note: 0% is about no effect
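HEK293 T-REx D2 cells, tet-induced, calcium dye no-wash. Cpd pintool add, 180 s kinetic, then EC80 DA, 180 s kinetic. Ca flux read.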
GRP78 ERSR act: induces the endoplasmic reticulum stress response in human glioma cells; U87-MG GRP78 promoter luciferase reporter, 16 h; Potency, µM, for inactives: top-dose activation, hits mostly activators; 0.02% of 420,000 active; AID 602332; note: potency is the fitted concentration of half-maximal effect; series mostly up to about 76 µM; % of control where 0% means no effect; nearly all actives have a fitted effect of over 35% in size
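Stably transfected U87-MG human glioma cells carrying a GRP78-based luminescent sensor were seeded at 1000 cells/well, pin-dosed with compounds and incubated 16 h. Luciferase reagent was then added, and end-point luminescence was read after 10 min at room temperature.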
* hit, by the source's call; ? = inconclusive; / = no result given; & = joins results of further samples; [ ] = remark or other dose. Unless noted, calls come from the whole dose curve; as a rule, active = well fitted curve in the direction sought with a large enough effect; inconclusive = small, poorly fitted or top-dose-only effect, or another doubt; inactive = no such curve, though single readings can be large; an effect the other way counts as inactive or inconclusive.

SMILES | Vif-A3F inh | Vif-A3G inh | LDHA inh | ALOX12 inh | ERG-DNA inh | D2 agonist | RGS4 inh | D2 antag | GRP78 ERSR act
COc1cc(C(=O)N2CCCc3ccccc32)cc(OC)c1OC | -7% | -22% | -3 | 4% | -1% | -0.1 | 25% | 12 | -4%
CC1CC(C)CN(CCCNC(=O)c2ccc(N3CCCC3=O)cc2)C1 (stereo not drawn) | 0% | 1% | -3 | 29% | -5% | 1.3 | 21% | 1 | -5%
O=C(NNC(=O)c1ccccc1Br)c1cnccn1 | 1% | -5% | 0 | 2% | 9% | / | 5% | / | -2%
C/C(=N\NC(=O)CCCC(=O)O)c1c(-c2ccccc2)c2cc(Cl)ccc2[nH]c1=O | -3% | 9% | -9 | -3% | 4% | -1.1 | -6% | 6 | -3%
CC(C)(C)NC(=O)C1CCN(S(=O)(=O)c2ccc(Br)cc2)CC1 | 3% | 2% | -7 | ? | -8% | 0.1 | 1% | -13 | -6%
Cc1cccc(Cn2ccc(NC(=O)c3ccc4c(c3)OCO4)n2)c1 | -3% | 0% | -2 | 4% | -3% | 0.0 | -24% | -17 | 8%
COc1cccc(NC(=O)CN(C)CC(=O)NCc2ccco2)c1 | -1% | 2% | -5 | -16% | 12% | -0.1 | -15% | -28 | -2%
COc1cc(/C=C(/C#N)c2nc3ccccc3c(=O)[nH]2)ccc1O | -23% | -24% | -5 | 5% | ? | 10 | ? | 1 | -1%
O=C(CSc1nc2ccccc2[nH]1)NCCN1CCCCC1 | 0% | -1% | -6 | 0% | -12% | / | -22% | / | -2%
Cc1[nH]c2ccccc2c1/C=N/NS(=O)(=O)c1ccccc1 | -5% | -1% | -3 | -22% | 5% | 2.2 | -2% | -14 | 3%
CCn1cc([C@@H]2C[C@H]3CN(Cc4cccc(Cl)c4)C(=O)[C@]34CCCN24)c(C)n1 | 4% | 5% | -6 | -2% | 3% | 0.6 | -5% | -2 | -5%
O=C(CS(=O)(=O)Cc1ccccc1)Nc1nnc(C(F)(F)F)s1 | -21% | -6% | -7 | 7% | -1% | -0.3 | 4% | -5 | 2%
COc1cccc2c1OCC(CN1CCN(Cc3ccccc3)C(CCO)C1)=C2 (stereo not drawn) | 1% | 0% | 0 | 3% | -5% | 0.4 | 28% | -1 | -2%
O=C(Nc1ccc(Cl)cc1)c1cccc(OC(=S)N2CCOCC2)c1 | 8% | 1% | -5 | 64%[activator] | -9% | 1.0 | 2% | -13 | 0%
C1CCCN(c2nc3nonc3nc2N2CCCCCC2)CC1 | 13% | 2% | -8 | 7% | -2% | -0.5 | -4% | -13 | -1%
CCCS(=O)(=O)N1CCC(C(=O)c2cccc(C(F)(F)F)c2)CC1 | -9% | 0% | 6 | -1% | -3% | 0.6 | 10% | -21 | -3%
CN(Cc1ccccc1)C(=O)c1[nH]cnc1C(=O)Nc1cccc(Cl)c1 | 5% | -4% | -10 | 1% | 1% | -0.7 | -15% | -10 | -2%
CC(C)N1CCc2c(sc(NC(=O)CN3C(=O)c4ccccc4C3=O)c2C(N)=O)C1 | 6% | -4% | -8 | 34% | -7% | 0.4 | 2% | -18 | -3%
COc1ccc(-c2csc(C(O)c3ccc(F)cc3)n2)cc1OC (stereo not drawn) | / | -3% | -1 | -13% | / | / | / | / | 1%
CC(=O)c1cccc(-c2ccc3c(c2)C(C)(Cc2ccc(S(C)(=O)=O)cc2)C(=O)N3)c1 (stereo not drawn) | / | 0% | -1 | 0% | / | / | / | / | -2%
Cc1nn(CC(=O)N2CCN(c3ccccc3)CC2)c(=O)c2ccccc12 | 0% | -8% | 4 | -33% | 6% | 1.4 | -7% | 1 | 0%
COc1ccc(NC(=O)C2CCN(C3=NS(=O)(=O)C(c4ccc(C)c(C)c4)=C3C)CC2)cc1OC | / | / | 2 | ? | 1% | 0.6 | -4% | / | /
O=C(CSc1cn(CCNC(=O)c2cccc(C(F)(F)F)c2)c2ccccc12)Nc1ccc2c(c1)OCCO2 | 5% | -4% | -1 | 0% | -1% | 0.7 | 15% | / | -6%
O=C(COc1ccc(Cl)cc1)Nc1sc2c(c1C(=O)Nc1cccc(Cl)c1)CCCC2 | -6% | 2% | -3 | ? | 2% | / | -91% | / | 1%
CN1CCN(C(=S)c2cn(Cc3ccc(Br)cc3)c3ccccc23)CC1 | -3% | 6% | -8 | 0% | 2% | / | 4% | / | -1%
C=CCOc1c(Cl)cc(C(=S)N2CCCC2)cc1OCC | -1% | ? | -5 | 5% | 5% | 0.7 | 5% | 13 | -4%
CCOc1ccccc1NC(=O)Cn1c(=O)n(-c2ccc(C)c(C)c2)c(=O)c2c(C)c(C(=O)N(C)C)sc21 | -6% | 2% | 2 | 0% | -7% | -2.0 | -24% | / | -2%
CCN(CC)c1ccc2cc(C(C)=O)c(=O)oc2c1 | -4% | -1% | -1 | 7% | 1% | 35* | -45% | -29 | 6%
C=CCNc1nc(NCc2ccco2)nc(OCC)n1 | -1% | 1% | -1 | 12% | -3% | -0.6 | 13% | -14 | -1%
C=C(C)CN(CC)C(=O)CN1C(=O)NC(C)(c2ccc3ccccc3c2)C1=O (stereo not drawn) | 4% | -6% | -1 | -1% | 1% | -0.6 | 26% | -19 | -5%

Compound profiles, from the list above.
CC(=O)c1cccc(-c2ccc3c(c2)C(C)(Cc2ccc(S(C)(=O)=O)cc2)C(=O)N3)c1 (stereo not drawn) across the screens: Vif-A3F inh: /; Vif-A3G inh: 0%; LDHA inh: -1; ALOX12 inh: 0%; ERG-DNA inh: /; D2 agonist: /; RGS4 inh: /; D2 antag: /; GRP78 ERSR act: -2%
Cc1nn(CC(=O)N2CCN(c3ccccc3)CC2)c(=O)c2ccccc12 across the screens: Vif-A3F inh: 0%; Vif-A3G inh: -8%; LDHA inh: 4; ALOX12 inh: -33%; ERG-DNA inh: 6%; D2 agonist: 1.4; RGS4 inh: -7%; D2 antag: 1; GRP78 ERSR act: 0%

By substructure: the entries above containing bromine.
SMILES | Vif-A3F inh | Vif-A3G inh | LDHA inh | ALOX12 inh | ERG-DNA inh | D2 agonist | RGS4 inh | D2 antag | GRP78 ERSR act
O=C(NNC(=O)c1ccccc1Br)c1cnccn1 | 1% | -5% | 0 | 2% | 9% | / | 5% | / | -2%
CC(C)(C)NC(=O)C1CCN(S(=O)(=O)c2ccc(Br)cc2)CC1 | 3% | 2% | -7 | ? | -8% | 0.1 | 1% | -13 | -6%
CN1CCN(C(=S)c2cn(Cc3ccc(Br)cc3)c3ccccc23)CC1 | -3% | 6% | -8 | 0% | 2% | / | 4% | / | -1%

(further entries)
SMILES | Vif-A3F inh | Vif-A3G inh | LDHA inh | ALOX12 inh | ERG-DNA inh | D2 agonist | RGS4 inh | D2 antag | GRP78 ERSR act
CCCn1nc(C(=O)NCc2ccc3c(c2)OCO3)c2ccccc2c1=O | 11% | -1% | 10&-3 | -12%&-2% | -5% | -1.2 | 5% | 5 | -4%
COc1cc(OC)cc(C(=O)NC(=S)Nc2ccc3[nH]c(=O)[nH]c3c2)c1 | 1% | -2% | -10 | ? | -8% | -0.1 | -36% | 6 | -6%
CN[C@H]1C[C@H]2c3[nH]c4ccc(-c5cccc(C)c5)cc4c3CCN2C[C@H]1[C@H](C)O | -8% | -6% | -21 | -24% | / | / | / | / | -12%
CC(C)(C)C1CCc2c(sc(NC(=O)c3ccccc3F)c2C(=O)NCc2ccco2)C1 (stereo not drawn) | -9% | 0% | -14 | ? | -4% | 0.8 | 18% | / | -3%
Cc1ccccc1COC(=O)CN1C(=O)NC2(CCCC2)C1=O | 10% | 0% | -2 | 5% | -4% | 0.5 | -6% | -15 | -1%
COc1ccc(OC)c(NC(=O)CSc2c3c(nc4ccccc24)CCCC3)c1 | 1% | -27% | 4 | ? | -1% | 0.5 | -12% | / | -10%
Cc1sc2ncn(CC(=O)NC3CCCCC3)c(=O)c2c1C | -10% | 0% | -6 | 270%[activator] | -8% | 0.3 | 19% | -34 | -5%
CCCNC(=O)CN(C)C(=O)c1n[nH]c2ccccc12 | -5% | -2% | -2 | 0% | 12% | -0.3 | -6% | 10 | -1%
O=C(NC(=S)Nc1cc([N+](=O)[O-])ccc1O)c1cccnc1 | -2% | 1% | -3 | -2% | -10% | 3.5 | -29% | -33 | 1%
Cc1noc(C)c1NC(=O)Nc1cccc2c1O[C@H](CN(C)S(=O)(=O)c1c(C)noc1C)[C@@H](C)CN([C@H](C)CO)C2=O | 11% | 2% | 0 | -3% | 3% | / | 3% | / | -4%
O=C(Cn1nnc(-c2ccccc2Cl)n1)N/N=C/c1ccc(-c2cccc(Cl)c2)o1 | -25% | 1% | -5 | 5% | 16% | -0.1 | -2% | -13 | 0%
Cc1cc(C)nc(N/C(=N\S(=O)(=O)Cc2ccccc2)Nc2ccc(F)c(Cl)c2)n1 | -9% | 3% | -2 | -2% | -3% | / | -30% | / | -6%
NC(=O)c1ccc(-c2noc(-c3cccc(Cl)c3)n2)cc1 | 4% | 0% | -10 | -7% | / | -0.5 | -9% | 1 | 0%

Compound activity as filed in PubChem BioAssay.

Only part of the results is shown; rates above refer to the full screens.
